# phage Ecoli inh: growth loss of phage-infected E. coli, primary screen, RecBCD inhibitor project, absorbance, with phage, HTS; inhibition, % at 11.9 µM; 360,000 compounds, 0.26% hits; AID 651602, 2012; in the data active means inhibition above about 11%
# SUMO Mot1 rescue: yeast Mot1-301 growth rescue at high temperature, primary screen, SUMOylation pathway inhibitor project, S. cerevisiae, ATP luminescence, 38.5C | 320,000 compounds, 1% hits | growth rescue, % at 18.8 µM | S. cerevisiae Mot1-301 growth rescue; percent above DMSO median, 100 means doubled | AID 2716, 2010;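 active means every valid replicate shows activation above 250% relative to neutral control wells; inactive means the rest, any valid replicate at or below 250%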;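 further: OY570 slx delta 5 strain wells were the positive control but not used for scaling; some compounds called inactive have numbers as strong as hits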
# PKA-R2B activ: activators of PKA-R2B holoenzyme, primary screen, biochemical, fluorescence polarization, Cy5-IP20, human; cAMP-dependent protein kinase catalytic subunit beta (Homo sapiens) + cAMP-dependent …; PKA-R2B holoenzyme dissociation; R2B truncated from residue 108, S112A mutant; 0% DMSO only, 100% 113 µM cGMP; activation, % at 11.4 µM; 340,000 compounds, 0.079% hits;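 active means activation above a cutoff set at the mean over all compounds plus 3 SD, cut at about 18% in these data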;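 further: higher means more holoenzyme dissociation and a rise in polarization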
# Target sequence (P31323 whole entry, looked up, other chains not shown, the tested form may be a part): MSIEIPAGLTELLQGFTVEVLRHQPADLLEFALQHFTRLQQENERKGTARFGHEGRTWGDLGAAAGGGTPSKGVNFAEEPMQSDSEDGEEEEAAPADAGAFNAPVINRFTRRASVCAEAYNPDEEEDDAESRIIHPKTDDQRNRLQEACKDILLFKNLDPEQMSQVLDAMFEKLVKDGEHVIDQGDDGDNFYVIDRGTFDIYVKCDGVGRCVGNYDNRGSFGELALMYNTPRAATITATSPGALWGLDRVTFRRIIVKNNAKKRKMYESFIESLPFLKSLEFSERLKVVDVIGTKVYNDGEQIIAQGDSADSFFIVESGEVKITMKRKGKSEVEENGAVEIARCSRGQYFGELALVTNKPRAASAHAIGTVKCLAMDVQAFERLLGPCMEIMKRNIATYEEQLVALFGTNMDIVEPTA
# AddAB inh: growth inhibition of E. coli expressing H. pylori AddAB, primary screen, AddAB inhibitor project, absorbance. inhibition, % at 11.9 µM. 330,000 compounds, 0.29% hits; in the data active means inhibition above about 12%;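 further: 0% = vehicle wells of infected cells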
# Tat export inh: E. coli Tat export inhibitors, primary screen, MC4100, TorA-mCherry reporter, fluorescence, single point | inhibition, % at 10 µM | 340,000 compounds, 0.036% hits;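 active means mean replicate inhibition at least 50% and at least half of replicates individually reaching 50%; inconclusive means only one of the two criteria met; inactive means neither criterion met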;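 further: exported cargo escapes ClpAP degradation while cytoplasmic cargo is degraded and loses fluorescence; 0% = median of neutral control wells and 100% = median of NaSCN control wells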
# HTR5A ag ctr: HTR5A agonists in luminescence cell assay, primary screen, counter-screen for OPRM1-OPRD1 heterodimer agonist project, full-deck HTS | 5-hydroxytryptamine receptor 5A (Homo sapiens), P47898 | cell-based | activation, % at 9.3 µM | 340,000 compounds, 0.61% hits | AID 504692, 2011; in the data active means activation mostly above about 9.5%, no sharp cut-off; inactive means mostly below about 7.6%;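 further: 0% = cells with vehicle only and 100% = reference agonist; strong numbers were not always called active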
# HTR5A inv ctr: HTR5A inverse agonists in luminescence cell assay, primary screen, counter-screen for OPRM1-OPRD1 heterodimer inverse agonist project, full-deck HTS. HTR5A cell line, inverse agonism. inhibition, % at 9.3 µM. 340,000 compounds, 0.083% hits; in the data active means inhibition mostly above about 23%, no sharp cut-off; inactive means mostly below about 18%;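 further: 0% = cells with DMSO and 100% = no-cell wells with DMSO; some compounds called inactive have numbers as strong as hits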
# CDK5 p35 inh: inhibitors of human CDK5/p35 kinase, primary screen, biochemical, single concentration; Recombinant CDK5/p35, ADP-Glo luminescence, 60 min; inhibition, % at 10 µM; 330,000 compounds, 0.01% hits; AID 488839, 2010;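 active means highest replicate inhibition of at least 50% and at least 75% of replicates reaching 50%; inconclusive means only one of the two criteria met; inactive means both criteria failed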;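 further: plate controls were DMSO neutral control for no effect and GW8510 at 10 µM for full effect; many of its hits are not listed in these tables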
# Target sequence (Q00535 whole entry, looked up): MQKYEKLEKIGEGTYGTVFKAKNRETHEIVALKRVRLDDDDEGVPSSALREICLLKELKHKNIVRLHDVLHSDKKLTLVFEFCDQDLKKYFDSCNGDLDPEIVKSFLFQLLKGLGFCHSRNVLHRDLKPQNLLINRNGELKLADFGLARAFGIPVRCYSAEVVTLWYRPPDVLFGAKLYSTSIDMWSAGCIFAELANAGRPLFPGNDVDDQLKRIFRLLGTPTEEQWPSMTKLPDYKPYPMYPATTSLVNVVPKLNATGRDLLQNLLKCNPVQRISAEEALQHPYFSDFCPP
# Target sequence (Q15078 whole entry, looked up): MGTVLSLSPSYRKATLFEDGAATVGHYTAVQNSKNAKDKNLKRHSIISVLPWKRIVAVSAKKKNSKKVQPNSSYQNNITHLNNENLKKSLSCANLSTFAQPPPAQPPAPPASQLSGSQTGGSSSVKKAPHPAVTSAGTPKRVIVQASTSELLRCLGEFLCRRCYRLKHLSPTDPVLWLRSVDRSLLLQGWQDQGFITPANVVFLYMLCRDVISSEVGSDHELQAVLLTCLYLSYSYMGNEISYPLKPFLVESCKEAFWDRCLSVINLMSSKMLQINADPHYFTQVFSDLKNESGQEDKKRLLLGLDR
# PKA-R1A act: activators of PKA-R1A holoenzyme, primary screen, biochemical, fluorescence polarization, Cy5-IP20, bovine R1A, mouse PKAc | cAMP-dependent protein kinase type I-alpha regulatory subunit (Bos taurus) + … | PKA-R1A dissociation; scaled: DMSO 0%, 113 µM cGMP 100% | activation, % at 11.4 µM | 340,000 compounds, 0.083% hits | AID 504707, 2011;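 active means percent activation above the mean of all tested compounds plus 3 SD, cut at about 19% in these data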;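 further: higher means more PKAc released from R1A so a rise in polarization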
# Ecoli viability: E. coli V3065 growth inhibition, primary screen, counter-screen for AddAB inhibitor project, absorbance, OD600 | 18 h | inhibition, % at 11.9 µM | 330,000 compounds, 0.27% hits | AID 449728, 2010;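 active means inhibition above the campaign's mean inhibition across all tested compounds plus 3 SD, cut at about 9.9% in these data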;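 further: uninfected addAB+ strain grown without phage in ampicillin broth; 0% = DMSO wells and 100% = ciprofloxacin 0.95 µg/ml wells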
# DAGLB inh: DAGLB lipase inhibitors, primary screen, biochemical, fluorescence, HTS; HEK293T DAGLB membrane lysate, EnzChek fluorogenic substrate; AID 504411, 2011; 340,000 compounds, 0.059% hits; inhibition, % at 5.17 µM; Diacylglycerol lipase-beta (Homo sapiens), Q8NCG7; in the data active means inhibition above about 34%;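 further: 0% = enzyme with vehicle and 100% = wells lacking enzyme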
# Starred values were filed as active, the others as inactive; ? = inconclusive; · = not tested or not shown; + = active, no number; & = joins results of further samples.
SMILES,phage Ecoli inh,SUMO Mot1 rescue,PKA-R2B activ,AddAB inh,Tat export inh,HTR5A ag ctr,HTR5A inv ctr,CDK5 p35 inh,PKA-R1A act,Ecoli viability,DAGLB inh
CCOC(=O)c1c(NC(=O)CSc2ncnc3ccccc23)sc(C(C)=O)c1C,4.8,-5,0,-0.6,1,0,1,-1.9,-3,0.2,0
Cc1ccc(N2C(=O)N(c3ccc(C)cc3)C3CS(=O)(=O)CC32)cc1 (stereo unspecified),-2.6,-16,-7,2.9,0,2,5,0.3,9,1.2,1
Cc1cccc(NC(=O)CN2CCN(C(=O)c3cncn3-c3ccc(F)cc3)CC2)c1C,1.2,12,0,1.9,5,5,-18,0.3,-8,-0.5,2
Cc1[nH]c(=O)[nH]c(=O)c1S(=O)(=O)N1CCCC(C(=O)NCCC2=CCCCC2)C1 (stereo unspecified),2.7,3,7,1.7,2,0,0,0.2,-1,0.2,-1
COC(=O)c1sccc1-c1ccc(/C=N/OC(=O)c2cccs2)o1,-0.1,26,10,-1.4,-7,5,-13,-0.6,-5,-2.4,-7
COc1ccc(S(=O)(=O)N2CCCC2CNC(=O)C(=O)NCCc2ccccc2)cc1 (stereo unspecified),0.8,4,-9,-0.6,0,-4,12,0.4,-7,-2.6,0
Cc1noc(C)c1COc1ccc(C(=O)OCC(=O)Nc2ccc(C(=O)N(C)C)cc2)cc1,1.2,3,-10,1.7,-10,12,-30,0.1,-10,2.7,3
O=C(CSc1nnc(Cc2ccccc2)n1Cc1ccco1)NC1CCCC1,-0.5,-24,0,2.2,2,5,8,-1.2,8,0.7,3
CC#CCN1c2ccccc2[C@]23C[C@@H](C(=O)OC)N(C(C)=O)C2=NC(C(=O)OC)=C(C(=O)OC)[C@H]13,1.1,51,-1,1.9,-2,-2,8,-1.2,-2,0.5,3
CCOc1ccc(S(=O)(=O)N2CCOCC2)cc1NC(=O)CSCc1ccc(C)cc1,4.5,-18,-8,0.6,12,4,-11,0.3,-8,2.3,-3
CCOc1ccc(N(CC(=O)NC(C)C)C(=O)CCC(=O)Nc2ccccn2)cc1,2.1,12,2,0.7,8,-2,7,-9.3,4,-0.9,-1
C=C(C)COc1ccc2c(C)c(CC(=O)N3C[C@H]4C[C@@H](C3)c3cccc(=O)n3C4)c(=O)oc2c1,2.0,-24,-2,0.7,0,3,5,-0.2,-6,-3.7,-2
COc1ccc(OCC(=O)NNC(=O)Cn2c(=O)cnc3ccccc32)cc1,4.1,·,-12,·,-6,-9,25,-1.3,-6,·,4
CC(C)Sc1nc2c(c(=O)[nH]c(=O)n2C)n1CCc1ccccc1,1.0,-6,-10,5.2,?,2,0,-3.7,1,0.9,-3
O=C(Nc1ccccc1)N(CCc1ccncc1)C1CCCCC1,-0.1,143,-7,-0.9,3,-4,10,-0.3,7,-0.4,3
CN(C)S(=O)(=O)c1cccc(NC(=O)COC(=O)c2ccc3ccccc3n2)c1,3.5,-13,-3,1.3,-10,10,-26,0.6,7,2.6,1
OC(COCc1ccccc1)CN1CCN(Cc2ccc3c(c2)OCO3)CC1 (stereo unspecified),3.4,59,-11,3.2,0&1,2,18,-1.1,-20,-2.9,-2
Cc1ccsc1/C=N/NC(=O)CN1CCN(Cc2ccccc2)CC1,0.6,15,2,0.7,-5,-3,7,0.5,1,3.4,-1
COc1cccc(/C=N/N2CCN(c3ccncc3S(=O)(=O)N3CCCCC3)CC2)c1,2.0,-16,-12,1.8,12,-3,12,-0.3,-5,-0.7,3
O=C(CN(Cc1ccccc1)C(=O)CCC(=O)Nc1nccs1)NCc1ccco1,1.5,154,1,1.6,4,2,1,-2.0,-11,-2.4,1
O=C(C1CC1)N1CCC(C(O)(c2ccccc2)c2ccccc2)CC1,3.1,-11,-11,0.5,-2,4,-10,0.4,6,-0.8,-2
Cc1ccc(N=C(NO)c2nonc2N)c(C)c1,2.7,89,-4,2.6,3,-2,21,-2.5,1,0.6,-1
O=C(Nc1ccc(F)cc1)c1cccnc1N1CCOCC1,0.8,551,2,4.1,-4,5,14,1.1,4,0.2,-1
Cc1nn(CCC#N)c(NC(=O)c2ccc(Cl)cc2Cl)c1P(=O)(Nc1ccc([N+](=O)[O-])cc1)N1CCOCC1 (stereo unspecified),2.8,1,1,-0.6,-6,4,8,-0.3,-4,-3.7,1
Cc1nn(C)c(C)c1-c1c(C#N)c(N)nc2c1CCCCCC2,0.6,+,2,-1.1,-8,2,3,-0.8,-3,-1.6,0
O=C1C=C(NCc2ccccc2)c2ccccc2C1=O,4.0,·,-2,·,-24,0,2,-2.0,-1,·,0
COc1ccc(N(Cc2cc3ccc(C)cc3[nH]c2=O)S(=O)(=O)c2ccccc2)cc1,·,-10,2,-1.2,5,6,-17,-1.4,-8,3.2,-1
COC(=O)c1scc(S(=O)(=O)c2ccccc2)c1N,0.5,12,-7,-0.9,0,-1,2,-2.0,7,1.2,-1
Cn1c(=NC(=O)CSCC(=O)N2CCCC2)sc2ccccc21,2.1,7,12,2.7,-2,10,-25,-0.8,-3,-0.4,-1
Cc1ccc(OCCN(C)C(=O)C2CCC(=O)N(CCCN3CCCC3=O)C2)cc1 (stereo unspecified),4.1,-5,4,2.8,-8,5,0,2.8,-1,0.2,-1
CC1=CC2=NC(=O)CC(C)(C(=O)N(CC(=O)NC3CCCC3)Cc3ccc(Cl)cc3)N2C=C1 (stereo unspecified),2.2,-4,-9,0.2,-4,-4,-6,0.4,1,-2.1,-1
COc1cccc(C2N(c3ccccn3)C(=O)C3CCCN32)c1OC (stereo unspecified),4.0,1,-8,4.3,-18,1,-22,-1.5,-12,0.0,0
CCCc1c(C(=O)Nc2ccc(C(F)(F)F)cc2)cnn1-c1ccccc1,-0.1,3,-2,-0.4,0,0,-3,1.0,-11,-0.9,-6
COCCNC(=S)N(CCCN(C)C)Cc1cc2cc3c(cc2[nH]c1=O)OCCO3,-0.5,9,-19,-3.6,0,4,-10,-0.4,-6,0.4,1
Cc1ccc(/C=N/n2cnnc2)s1,1.6,-13,7,1.7,2,-1,26,-1.2,0,1.7,-1
FC(F)(F)c1ccc(C2NCCc3sccc32)cc1 (stereo unspecified),4.9,-25,-6,-0.2,-6,-2,4,-3.0,-8,1.7,-3
COc1ccc(-c2ccc(SCC(=O)NC3CCCCC3)nn2)cc1OC,2.5,-18,2,3.1,0,6,-16,0.6,-4,-1.8,-1
CCOc1ccc(-n2nnnc2SCC(=O)NNC(=O)c2ccco2)cc1,2.3,395,-3,1.6,-2,-1,2,-2.4,-2,2.3,0
O=C(COc1ccc(S(=O)(=O)NC2CCCC2)cc1)N1CCCCC1,-0.1,-15,1,2.8,-1,2,2,0.2,14,-1.4,-3
Cc1ccc(-c2nc3c(c(=O)c4ccccc4n3C)c(=O)n2-c2ccccc2)cc1,4.3,27,-12,2.3,-6,2,-34,-1.4,8,0.6,3
CC1=C(C(=O)N2CCCC(C(=O)c3cccc4ccccc34)C2)OCCO1 (stereo unspecified),1.8,52,-11,0.3,-2,0,18,0.8,0,-1.3,-1
CC(=O)c1cccc(NC(=S)NC(=O)C(C)C)c1,0.5,72,-6,2.1,-1,5,-13,0.3,-5,2.5,2
O=C(CCCOc1ccccc1)Nc1ccc(Br)cc1,4.0,-7,2,3.1,-8,3,1,-2.0,-2,2.0,-12
Cc1cccc(CN2CCN(Cc3cccc(-n4cccn4)c3)CC2CCO)n1 (stereo unspecified),2.7,4,·,1.8,-2,·,·,-0.1,·,2.3,·
COc1ccc(/C=N/NC(=O)c2nc(-c3ccccc3)cc(-c3ccccc3)n2)cc1OC,1.2,6,-3,1.6,1,7,-17,1.9,-7,0.6,0
COCCCNC(=O)C1CCN(C(=O)Nc2ccc(Cl)cc2)CC1,1.6,-13,-14,3.2,-1,-2,5,1.0,-6,-0.8,2
COc1ccc(N(CC(=O)N2CCN(c3ccc(Cl)cc3)CC2)S(=O)(=O)c2c(C)noc2C)cc1,0.6,0,-2,-0.8,3,1,-7,·,-6,0.4,-2
O=C(OCc1ccc(Cl)c(Cl)c1)c1ccccn1,2.4,6,0,-2.3,1,3,4,0.9,-8,-0.4,-3
Cc1ccc(N(CC(=O)NCc2cccs2)S(=O)(=O)c2cccs2)cc1,3.8,882,-5,-0.6,-4,-2,8,-3.9,-5,2.1,-3
O=C(CCCl)N1CCCC2(CCCCC2)C1,1.2,-14,-5,-1.7,-14,-2,11,-0.1,7,-1.6,-2
C=CCN(CC=C)CC(=O)Nc1ccc(S(N)(=O)=O)cc1,2.9,45,11,2.7,-5,3,-20,0.5,10,2.9,1
CCOC(=O)c1c(/N=C/C2C(=O)CC(C)(C)CC2=O)sc2c1CCCC2,1.4,-8,-3,2.4,0,0,0,0.5,-3,0.2,-1
COc1ccc(NC2c3ccccc3C(=O)N2Cc2ccco2)cc1OC (stereo unspecified),5.4,-31,8,-0.5,1,1,-28,1.8,-14,0.3,3
CC1CCN(S(=O)(=O)c2ccc(C(=O)NCc3ccco3)cc2)CC1,2.3,24,9,-0.8,3,-1,2,-5.2,-2,-0.8,1
CCOc1ccccc1-c1cc(-c2ccccc2)nc2c1c(=O)n(C)c(=O)n2C,1.4,260,3,1.6,0,0,-2,-2.2,-6,-0.2,-1
CCCCCNc1nc2ccccc2nc1NS(=O)(=O)c1cccs1,2.9,-10,-1,3.3,3,0,1,0.9,-3,-2.1,5
CSC1CCCCC1(O)CSc1nc2c(cc1C#N)CCCC2 (stereo unspecified),-0.3,54,-5,-0.5,8,-3,-8,0.8,5,0.2,-7
CCn1nc(C)c(Br)c1C(=O)Sc1ccccc1Cl,2.2,-15,5,2.6,-1,2,-13,0.8,-6,0.8,0
COCCN(C(=O)/C=C/c1ccccc1)c1c(N)n(Cc2ccccc2)c(=O)[nH]c1=O,-0.5,171,-2,-0.2,-4,-4,-8,-0.1,-4,2.8,3
CC(C)NC(=O)NC(=O)COC(=O)Cc1c(F)cccc1Cl,3.4,-13,-7,-1.6,-7,0,14,-0.9,0,-1.6,-3
CCC1=C/C(=C/c2sc3ccccc3[n+]2CC)CC(C)(C)C1,4.1,126,·,2.2,13,·,·,2.4,·,-2.2,·
Cc1ccc(-c2nnc(NC(=O)CCS(=O)(=O)c3ccc(F)cc3)o2)c(C)c1,-0.2,-18,0,-0.9,7,1,4,-0.7,6,0.7,2
